DAGLB inhibitor – diacylglycerol lipase beta (human) inhibition | Q8NCG7 | HEK293T DAGLB membrane lysate, EnzChek fluorogenic substrate | inhibition, % at 5.17 µM | actives 0.059% (n = 340,000); in the data active means inhibition above about 34%;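 further: 0% = enzyme with vehicle and 100% = wells lacking enzyme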
Target sequence (Q8NCG7 whole entry, looked up): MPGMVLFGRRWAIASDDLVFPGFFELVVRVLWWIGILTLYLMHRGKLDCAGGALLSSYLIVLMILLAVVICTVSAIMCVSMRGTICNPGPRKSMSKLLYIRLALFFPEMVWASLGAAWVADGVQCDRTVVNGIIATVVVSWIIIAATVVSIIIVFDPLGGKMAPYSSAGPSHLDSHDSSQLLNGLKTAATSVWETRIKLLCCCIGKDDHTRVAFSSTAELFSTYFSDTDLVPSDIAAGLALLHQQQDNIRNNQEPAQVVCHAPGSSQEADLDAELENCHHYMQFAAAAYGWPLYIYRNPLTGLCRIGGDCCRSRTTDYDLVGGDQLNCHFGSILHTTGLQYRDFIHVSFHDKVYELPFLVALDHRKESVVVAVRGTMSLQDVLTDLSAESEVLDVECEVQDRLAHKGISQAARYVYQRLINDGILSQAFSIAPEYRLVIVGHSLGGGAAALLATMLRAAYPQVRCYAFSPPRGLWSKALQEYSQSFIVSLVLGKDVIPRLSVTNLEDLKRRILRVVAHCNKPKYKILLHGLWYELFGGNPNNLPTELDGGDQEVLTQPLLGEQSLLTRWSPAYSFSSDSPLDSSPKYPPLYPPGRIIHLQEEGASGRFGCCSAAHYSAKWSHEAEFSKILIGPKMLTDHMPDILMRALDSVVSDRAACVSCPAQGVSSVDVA
HTR5A inv ctr – counter-screen for OPRM1-OPRD1 inverse agonists: human HTR5A inverse agonism; P47898; HTR5A cell line, luminescence; inhibition, % at 9.3 µM; actives 0.083% (n = 340,000); in the data active means inhibition mostly above about 23%, no sharp cut-off; inactive means mostly below about 18%;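 further: 0% = cells with DMSO and 100% = no-cell wells with DMSO; some compounds called inactive have numbers as strong as hits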
Target sequence (P47898 whole entry, looked up): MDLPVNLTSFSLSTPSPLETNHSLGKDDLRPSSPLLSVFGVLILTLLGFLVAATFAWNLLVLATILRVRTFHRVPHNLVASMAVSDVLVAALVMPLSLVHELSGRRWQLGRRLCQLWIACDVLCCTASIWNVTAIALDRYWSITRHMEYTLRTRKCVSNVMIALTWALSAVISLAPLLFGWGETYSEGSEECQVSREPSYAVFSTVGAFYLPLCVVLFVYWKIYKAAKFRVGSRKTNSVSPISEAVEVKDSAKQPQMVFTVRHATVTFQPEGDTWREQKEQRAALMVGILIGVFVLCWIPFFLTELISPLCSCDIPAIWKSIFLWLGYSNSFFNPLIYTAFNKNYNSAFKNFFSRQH
HTR5A ag – HTR5A agonism, opioid heterodimer counter-screen; HTR5A agonist assay, luminescence, cell-based; activation, % at 9.3 µM; actives 0.61% (n = 340,000); in the data active means activation mostly above about 9.5%, no sharp cut-off; inactive means mostly below about 7.6%;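 further: 0% = cells with vehicle only and 100% = reference agonist; strong numbers were not always called active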
V-ATPase pH – yeast V-ATPase proton transport regulation by pHLuorin; S. cerevisiae, pHLuorin cytosolic pH fluorescence; response, % at 10 µM; actives 0.37% (n = 350,000); in the data active means response mostly above about 7.3%, no sharp cut-off; inactive means mostly below about 5.4%; further: actives read high; inactives centre near 0; some compounds called inactive have numbers as strong as hits; reference of the scale not given here
MOR-DOR ag – OPRM1-OPRD1 heterodimerization agonism; AID 504326; cells, luminescence; activation, % at 9.3 µM; actives 0.3% (n = 340,000); in the data active means activation above about 18%;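 further: 0% = vehicle-treated cells and 100% = reference agonist; values of inactives mirror those of a sister screen read the other way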
DSG3 Ab inh – inhibitors of pemphigus antibody binding to human desmoglein-3 | P32926 | DSG3-coupled beads, scFv-anti-DSG3-GFP binding, flow cytometry; active compounds read low | binding (percent of control), % at 10 µM | actives 0.48% (n = 310,000) | AID 588358;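 active means binding more than 3 SD below its plate's average and above zero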;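 further: hits lower antibody fragment binding to DSG3; some compounds called inactive have numbers as strong as hits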
OPRM1-OPRD1 inv – mu-delta opioid heterodimer inverse agonism | P35372+P41143 | cell-based MOR-DOR heterodimer luminescence | inhibition, % at 9.3 µM | actives 0.21% (n = 340,000) | AID 504357; in the data active means inhibition above about 22%, passing the limit was not always enough;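 further: 0% = cells with DMSO and 100% = wells without cells with DMSO; values of inactives mirror those of a sister screen read the other way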
Arr AP2 block – blocks beta-arrestin peptide binding to AP2 adaptin. AID 504490. actives 0.31% (n = 340,000). FITC-arrestin peptide / GST-AP2 beads, flow cytometry; AP2 beta2 appendage carries R879A mutation. inhibition, % at 10 µM;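 active means inhibition above a set limit, near 3 SD of compounds lacking own fluorescence, cut at about 54% in these data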;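 further: plate controls were DMSO wells for no effect and 5 µM unlabelled arrestin peptide for full effect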
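Measured by: flow cytometry, FL1 (488/535 nm); Material: AP2 appendage R879A on GSH beads; Evaluation: percent response; Timing: pre-incubation 12 min, peptide binding 1 h, room temperature; Also added: 50 nM FITC-arrestin peptide; Medium: PBS with 0.05% Tween 20 and 0.1% BSA.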
PKA-R2B activ – activators of human PKA-R2B complex; P22694+P31323; PKA-R2B holoenzyme dissociation, Cy5-IP20 fluorescence polarization; R2B truncated from residue 108, S112A mutant; 0% DMSO only, 100% 113 µM cGMP; activation, % at 11.4 µM; actives 0.079% (n = 340,000);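 active means activation above a cutoff set at the mean over all compounds plus 3 SD, cut at about 18% in these data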;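 further: higher means more holoenzyme dissociation and a rise in polarization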
PKA-R1A act – activates the PKA-R1A holoenzyme complex. P00514+P68181. PKA-R1A dissociation, Cy5-IP20 fluorescence polarization; scaled: DMSO 0%, 113 µM cGMP 100%. activation, % at 11.4 µM. actives 0.083% (n = 340,000). AID 504707;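 active means percent activation above the mean of all tested compounds plus 3 SD, cut at about 19% in these data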;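 further: higher means more PKAc released from R1A so a rise in polarization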
The depositor's hits bear a star; nt = no result given.

| nr | mol | PKA-R2B activ | DAGLB inhibitor | Arr AP2 block | HTR5A ag | V-ATPase pH | PKA-R1A act | OPRM1-OPRD1 inv | MOR-DOR ag | HTR5A inv ctr | DSG3 Ab inh |
| --- | --- | --- | --- | --- | --- | --- | --- | --- | --- | --- | --- |
| 1 | Oc1ccc(C[C@@H]2CNC(=S)N2CCCCC2CCCCC2)cc1 | 0 | 0 | 14 | 20 | -1 | -1 | -18 | 3.0 | -54 | 110 |
| 2 | CCc1ccccc1NC(=O)[C@@H]1CCC(=O)N1C1OC(=O)c2c1ccc(OC)c2OC (stereo partly drawn) | 2 | -1 | 13 | 1 | 3 | 9 | 6 | -1.2 | 25 | 99 |
| 3 | Cc1cccc(/C=N\NC(=O)c2ccc(Cl)cc2)c1O | 8 | 0 | -1 | 8 | 0 | 7 | -48 | 9.1 | -22 | 98 |
| 4 | COc1ccc(NC(=O)c2cccc(-n3c(C)ccc3C)c2)c(OC)c1 | -6 | -2 | 8 | -4 | -1 | -7 | 6 | -1.2 | -30 | 116 |
| 5 | O=C(CNS(=O)(=O)c1cccs1)N1CCN(c2ccccc2F)CC1 | -5 | -1 | 1 | 4 | 6 | -4 | -23 | 2.9 | -12 | 117 |
| 6 | O=C(CCN1CCc2ccccc2C(O)(c2ccccc2)C1)c1ccc2c(c1)OCCO2 (stereo not drawn) | 6 | 0 | -1 | -3 | 6 | -2 | -5 | 0.8 | -5 | 98 |
| 7 | CC1=C(C(=O)N(C)C)C(c2ccc(Cl)c(Cl)c2)NC(=O)N1 (stereo not drawn) | 1 | -1 | 1 | 7 | -2 | -28 | 14 | -2.5 | -19 | nt |
| 8 | Cc1cnc(CN(C)C(=O)CC2C(=O)NCCN2CCCc2ccccc2)[nH]1 (stereo not drawn) | 5 | 0 | 5 | 0 | -1 | -9 | 9 | -1.7 | 14 | 104 |
| 9 | CCOC(=O)c1cccc(NC(=O)c2cccs2)c1 | -6 | -2 | -12 | -3 | 0 | -2 | -2 | 0.4 | 6 | nt |
| 10 | Cc1ccccc1Nc1nc(N)nc(COC(=O)c2c(C)noc2C)n1 | 10 | 1 | -1 | -2 | -2 | 4 | -5 | 1.0 | 9 | 92 |
| 11 | Cn1c(-c2ccccc2)cc2ccccc21 | 9 | -5 | -11 | 3 | 2 | 2 | -49 | 10 | -12 | 103 |
| 12 | Cc1cc(NC(=O)CSc2ccccc2)no1 | 0 | 2 | -3 | 0 | 3 | -4 | 11 | -2.0 | 18 | nt |
| 13 | COc1ccccc1C(=O)NC1CCN(C(=O)Nc2ccc(F)cc2)CC1 | -5 | -2 | 3 | 6 | -3 | 0 | -4 | 0.6 | -9 | 126 |
| 14 | COC(=O)CNC(c1ccccc1)c1cc(Br)ccc1NC(=O)OCc1ccccc1 (stereo not drawn) | -4 | -39 | -2 | -2 | 0 | -3 | 5 | -0.9 | 2 | 101 |
| 15 | O=c1oc(-c2ccco2)nc2sc3c(c12)CCCC3 | 6 | 3 | -8 | 5 | 1 | -7 | 14 | -3.0 | -6 | nt |

A second format for some results above.
Fields: PKA-R2B activ | DAGLB inhibitor | Arr AP2 block | HTR5A ag | V-ATPase pH | PKA-R1A act | OPRM1-OPRD1 inv | MOR-DOR ag | HTR5A inv ctr | DSG3 Ab inh
3	Cc1cccc(/C=N\NC(=O)c2ccc(Cl)cc2)c1O
 : 8 | 0 | -1 | 8 | 0 | 7 | -48 | 9.1 | -22 | 98
4	COc1ccc(NC(=O)c2cccc(-n3c(C)ccc3C)c2)c(OC)c1
 : -6 | -2 | 8 | -4 | -1 | -7 | 6 | -1.2 | -30 | 116
5	O=C(CNS(=O)(=O)c1cccs1)N1CCN(c2ccccc2F)CC1
 : -5 | -1 | 1 | 4 | 6 | -4 | -23 | 2.9 | -12 | 117
6	O=C(CCN1CCc2ccccc2C(O)(c2ccccc2)C1)c1ccc2c(c1)OCCO2 (stereo not drawn)
 : 6 | 0 | -1 | -3 | 6 | -2 | -5 | 0.8 | -5 | 98
7	CC1=C(C(=O)N(C)C)C(c2ccc(Cl)c(Cl)c2)NC(=O)N1 (stereo not drawn)
 : 1 | -1 | 1 | 7 | -2 | -28 | 14 | -2.5 | -19 | nt
8	Cc1cnc(CN(C)C(=O)CC2C(=O)NCCN2CCCc2ccccc2)[nH]1 (stereo not drawn)
 : 5 | 0 | 5 | 0 | -1 | -9 | 9 | -1.7 | 14 | 104
9	CCOC(=O)c1cccc(NC(=O)c2cccs2)c1
 : -6 | -2 | -12 | -3 | 0 | -2 | -2 | 0.4 | 6 | nt
10	Cc1ccccc1Nc1nc(N)nc(COC(=O)c2c(C)noc2C)n1
 : 10 | 1 | -1 | -2 | -2 | 4 | -5 | 1.0 | 9 | 92
11	Cn1c(-c2ccccc2)cc2ccccc21
 : 9 | -5 | -11 | 3 | 2 | 2 | -49 | 10 | -12 | 103

Carrying on:
| nr | mol | PKA-R2B activ | DAGLB inhibitor | Arr AP2 block | HTR5A ag | V-ATPase pH | PKA-R1A act | OPRM1-OPRD1 inv | MOR-DOR ag | HTR5A inv ctr | DSG3 Ab inh |
| --- | --- | --- | --- | --- | --- | --- | --- | --- | --- | --- | --- |
| 16 | CCOC(=O)N1CCN(S(=O)(=O)c2ccc(C(=O)N(CCCN(C)C)c3nc4ccc(CC)cc4s3)cc2)CC1 | -3 | 2 | 2 | -3 | nt | -1 | -5 | 0.9 | -29 | 95 |
| 17 | CCCCC(O)(CCCC)C(=O)NN(C(=O)OCC)c1ccccc1 | -3 | 0 | -18 | -3 | -1 | 4 | 6 | -1.2 | 13 | 95 |
| 18 | CC(C)(C)n1ncc2c(=O)n(Cc3ccc(Cl)cc3Cl)cnc21 | -3 | -3 | 8 | 5 | 4 | -12 | -2 | 0.3 | -14 | 106 |
| 19 | C[C@@H]1CN([C@H](C)CO)C(=O)CCCn2cc(nn2)CO[C@H]1CN(C)C(=O)c1cc(-c2ccccc2)on1 | 16 | -3 | nt | nt | 0 | -7 | nt | nt | nt | 100 |
| 20 | COc1ccc(CN(C)C(=O)Cn2cnc3c(SC)nc(N)nc32)cc1OC | -6 | -1 | -2 | nt | -1 | -14 | nt | nt | nt | 99 |
| 21 | CC(C)(O)C#Cc1ccc(C(=O)N2CCCC(CNS(=O)(=O)c3cccs3)C2)o1 (stereo not drawn) | -11 | -1 | 61* | 0 | -1 | 0 | 2 | -0.3 | 15 | 101 |
| 22 | Oc1c(C(c2cccs2)N2CCN(c3ccc(F)cc3)CC2)sc2ncnn12 (stereo not drawn) | -3 | 1 | 0 | -2 | 0 | -3 | 8 | -1.4 | -4 | 104 |
| 23 | C=CCn1c(SCCOc2ccc(OC)cc2)nnc1C(NC(=O)c1ccc(OC)cc1)C(C)C (stereo not drawn) | -3 | 2 | 0 | 4 | -1 | -1 | 3 | -0.5 | -16 | 102 |
| 24 | O=C(Nc1ccc(F)cc1)c1cc(-c2ccncc2)nc2c(Cl)cccc12 | 0 | -3 | 6 | 7 | -8 | -8 | -35 | 6.8 | -16 | 103 |
| 25 | O=C(NCCN1C(=O)S/C(=C\c2cccnc2)C1=O)C1CC(=O)N(Cc2ccco2)C1 (stereo not drawn) | -2 | -1 | 31 | -3 | 1 | -2 | 0 | 0.0 | 8 | 102 |
| 26 | COc1ccccc1Oc1ncnc2sccc12 | 5 | -2 | 42 | -1 | -1 | -5 | 11 | -2.2 | 12 | 107 |
| 27 | COc1cc(C(=O)OCc2cccc(S(=O)(=O)N3CCOCC3)c2)ccc1OCC(C)C | -1 | -6 | 33 | 3 | -2 | -12 | 4 | -1.0 | -7 | nt |
| 28 | C=CCn1cc(CN2CCC(C(=O)Nc3cccc(-c4cccc(F)c4)c3)CC2)c(C)n1 | 0 | 1 | 5 | 2 | 9 | 3 | -2 | 0.3 | -2 | 106 |
| 29 | CC(/C=N/NC(=O)Cn1cnc2c1c(=O)n(C)c(=O)n2C)=C\c1ccco1 | -6 | 0 | 36 | nt | -1 | 0 | nt | nt | nt | 104 |
| 30 | Cc1ccc(O)c(C(=O)c2cnc3c(c2)c(-c2ccc(F)cc2)c(C#N)c(=O)n3C)c1 | 9 | -4 | -14 | -1 | -2 | 2 | -14 | 3.0 | 4 | 107 |

Other results follow:
| nr | mol | PKA-R2B activ | DAGLB inhibitor | Arr AP2 block | HTR5A ag | V-ATPase pH | PKA-R1A act | OPRM1-OPRD1 inv | MOR-DOR ag | HTR5A inv ctr | DSG3 Ab inh |
| --- | --- | --- | --- | --- | --- | --- | --- | --- | --- | --- | --- |
| 31 | Cn1c(N)c(C(=O)COC(=O)COc2cccc(Br)c2)c(=O)n(C)c1=O | 11 | -3 | 2 | -4 | 2 | 11 | -3 | 0.8 | 11 | nt |
| 32 | COc1ccc(NC(=S)N(CCCN2CCCC(C)C2)Cc2cccs2)cc1 (stereo not drawn) | -7 | 0 | 54* | 3 | 1 | -7 | 13 | -2.9 | -7 | nt |
| 33 | COC(=O)CSc1nc(N)c(C#N)c(C(C)C)c1C#N | -11 | 0 | 3 | -2 | 5 | -4 | 13 | -2.2 | 3 | 106 |
| 34 | C=CCOc1ccccc1CNCc1ccc(F)cc1 | 5 | 0 | 6 | -3 | -1 | -9 | -6 | 1.2 | -17 | 102 |
| 35 | C=C1/C=C(\C)C(C)(O)CC(O)CC(=O)C(O)C(O)C(C)CC(C)OC(=O)/C(C)=C/CC/C=C/C(OC)C(O)CC(C)C1 (stereo not drawn) | -14 | 2 | 2 | 1 | -1 | -5 | -3 | 0.5 | -4 | 102 |
| 36 | Cc1cc(N2C(=O)C3C4CC(c5ccccc5)C(C4)C3C2=O)no1 (stereo not drawn) | 3 | -1 | -7 | 3 | 1 | 2 | 18 | -3.8 | -11 | 103 |
| 37 | CC(C)c1ccc(NC(=O)Nc2cc3sccc3n2C)cc1 | -3 | 3 | 5 | 4 | -3 | -1 | -6 | 0.9 | -12 | 95 |
| 38 | COc1ccc(NC(=O)C2CCC2)cc1S(=O)(=O)Nc1cc(C)ccc1Br | -5 | -4 | -4 | 0 | 3 | -2 | -4 | 0.8 | -1 | 117 |
| 39 | COc1ccc(CCN(C)C(=O)C2CC(=O)N(Cc3ccc(C)cc3)C2)cc1OC (stereo not drawn) | 4 | -2 | 1 | -2 | -3 | -6 | 4 | -1.0 | 5 | nt |
| 40 | O=C(CSc1nc2ccccc2o1)N/N=C/c1ccccc1 | -16 | -2 | -9 | 5 | -1 | -7 | -2 | 0.4 | -3 | 105 |
| 41 | O=[N+]([O-])c1ccc(COc2ccc(-c3[nH]ncc3-c3ccc(Cl)cc3)c(O)c2)cc1 | 3 | 0 | 42 | 2 | -1 | -9 | -84 | 17 | -5 | 102 |
| 42 | Cc1cc(C(=O)OCC(=O)NCc2ccco2)c(C)o1 | -8 | 1 | 8 | -3 | 1 | -5 | 7 | -1.3 | 33 | 123 |
| 43 | O=C(O)c1ccc2c(c1)C(=O)N(c1nccs1)C2=O | -1 | 3 | -6 | -1 | -4 | 5 | 4 | -0.8 | 3 | 101 |
| 44 | COc1ccc(C2OC[C@H]3O[C@H](O)[C@H](NC(C)=O)[C@@H](O)[C@@H]3O2)cc1 (stereo partly drawn) | -3 | -1 | 46 | 3 | -2 | 8 | 5 | -0.9 | -8 | 100 |
| 45 | CC1CC2(C)Oc3ccccc3CC2C(C)C1CNCCCN(C)C (stereo not drawn) | -13 | 0 | 8 | -1 | 5 | -5 | -21 | 3.0 | 4 | 103 |

Assay outcomes (PubChem BioAssay)
